Screening results as filed in PubChem BioAssay.
CRFR2-BP ag: agonists of CRF-BP/CRF-R2 complex, primary screen, cell-based, HEK293, calcium dye fluorescence, uHTS | CRF-binding protein / CRF receptor 2 complex (human) | calcium dye fluorescence (FLIPR); percent of saturating CRF peptide response | activation, % at 13.2 µM | 350,000 compounds, 0.46% hits | AID 588473, 2011;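 active = activation of at least 50%, plus an integration ratio under a set limit after plate pattern correction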;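 note: plate controls were neutral control wells without compound for no effect and CRF at EC100 for full effect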
TAAR1 agonist: human TAAR1 agonists, primary screen, Fluo-8 calcium fluorescence, CHO RD-HGA16 cells; Trace amine-associated receptor 1 (Homo sapiens), Q96RJ0; vehicle wells 0%, saturating PEA agonist 100%; activation, % at 3 µM; 360,000 compounds, 0.99% hits;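 active = activation above the mean activation of all test compounds in the run plus 3 SD, cut at about 38% in these data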
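Test system: RD-HGA16 (CHO) cells co-expressing Gα16 and hTAAR1; dosing: one-point dosing at 3 µM (nominal); timing: 17-24 h seeding, 75 min 37 °C dye, 30 min RT; signal: kinetic Fluo-8 calcium fluorescence; read-out basis: % activation relative to PEA EC100 response; controls: DMSO and PEA EC100; replicates: n 1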
CHRM5 agonist: human M5 muscarinic receptor agonists, primary screen, CHO-K1 cells, Fluo-8 calcium fluorescence | 360,000 compounds, 0.19% hits | Muscarinic acetylcholine receptor M5 (Homo sapiens), P08912 | activation, % at 3 µM | CHO-K1 hM5 cells; 0% DMSO wells, 100% maximal acetylcholine response | AID 624037, 2012;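 active = activation above the run's mean over test compounds plus 3 SD, cut at about 23% in these data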;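 note: signal is peak over basal fluorescence ratio across the kinetic read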
Target sequence (P08912 whole entry, looked up): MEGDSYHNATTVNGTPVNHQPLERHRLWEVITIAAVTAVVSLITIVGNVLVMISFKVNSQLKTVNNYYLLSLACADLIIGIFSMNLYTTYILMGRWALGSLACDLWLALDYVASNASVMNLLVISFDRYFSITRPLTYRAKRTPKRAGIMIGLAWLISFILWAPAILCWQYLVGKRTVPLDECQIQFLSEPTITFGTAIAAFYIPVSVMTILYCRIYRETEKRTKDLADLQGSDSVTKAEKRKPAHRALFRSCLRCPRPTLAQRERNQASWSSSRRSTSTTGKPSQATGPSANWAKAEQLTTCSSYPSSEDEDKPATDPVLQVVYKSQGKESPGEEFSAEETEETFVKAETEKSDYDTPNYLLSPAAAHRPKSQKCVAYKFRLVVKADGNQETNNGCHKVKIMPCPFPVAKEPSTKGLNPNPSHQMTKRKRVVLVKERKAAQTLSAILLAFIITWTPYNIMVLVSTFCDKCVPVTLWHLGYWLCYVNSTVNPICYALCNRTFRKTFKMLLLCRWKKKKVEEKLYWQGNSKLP
CHRM4 PAM: human M4 muscarinic receptor positive allosteric modulators, primary screen, CHO-K1 cells, Fluo-8 calcium fluorescence. AID 624126, 2012. 360,000 compounds, 0.4% hits. Muscarinic acetylcholine receptor M4 (Homo sapiens), P08173. activation, % at 3 µM. CHO-K1 hM4/Gqi5, ACh EC20; 0% = ACh EC20, 100% = maximal ACh;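 active = activation above its plate's cutoff, the mean activation of sample wells plus 3 SD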; note: some results filed as inactive read as strong as hits
Target sequence (P08173 whole entry, looked up): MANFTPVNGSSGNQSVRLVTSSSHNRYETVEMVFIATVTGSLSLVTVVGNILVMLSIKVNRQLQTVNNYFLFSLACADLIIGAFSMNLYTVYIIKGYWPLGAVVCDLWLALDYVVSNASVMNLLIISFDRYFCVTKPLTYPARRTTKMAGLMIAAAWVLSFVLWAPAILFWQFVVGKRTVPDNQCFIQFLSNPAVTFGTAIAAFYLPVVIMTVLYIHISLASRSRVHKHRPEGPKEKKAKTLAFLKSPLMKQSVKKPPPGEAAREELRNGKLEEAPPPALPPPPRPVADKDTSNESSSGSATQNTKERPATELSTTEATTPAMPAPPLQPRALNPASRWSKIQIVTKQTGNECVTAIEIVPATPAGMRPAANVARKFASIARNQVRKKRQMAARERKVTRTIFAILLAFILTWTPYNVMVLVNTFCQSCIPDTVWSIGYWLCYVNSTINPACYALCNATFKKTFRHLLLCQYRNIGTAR
CHRM5 antagonist: human M5 muscarinic receptor antagonists, primary screen, CHO cells, Fluo-8 calcium fluorescence; 360,000 compounds, 0.59% hits; CHO-hM5 cells, ACh EC80; AID 624040, 2012; inhibition, % at 3 µM;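 active = inhibition above a per-plate cutoff, the mean of that plate's test compounds plus 3 SD, cut at about 27% in these data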;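 note: 0% = acetylcholine EC80 with DMSO and 100% = DMSO without agonist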
CHRM5 PAM: human M5 muscarinic receptor positive allosteric modulators, primary screen, CHO-K1 cells, Fluo-8 calcium fluorescence | activation, % at 3 µM | CHO-K1 hM5, ACh EC20 PAM; 0% = ACh EC20, 100% = ACh EC100 | Muscarinic acetylcholine receptor M5 (Homo sapiens), P08912 | AID 624038, 2012 | 360,000 compounds, 0.3% hits;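 active = activation above the run cutoff, the mean activation of all test compounds plus 3 SD, cut at about 18% in these data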
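Test system: CHO-K1 hM5 cells / Doses: single-point, 3 µM nominal / Times: Post-acetylcholine fluorescence recording 140 s / Technique: Fluo-8 calcium fluorescence / Measure: Max/basal fluorescence ratio as % of EC20–EC100 ACh window / Benchmarks: low control EC20 acetylcholine (0%), high control EC100 acetylcholine (100%) / Replicates: one well per compound, no replicates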
TAAR1 antagonist: human TAAR1 antagonists, primary screen, Fluo-8 calcium fluorescence, CHO RD-HGA16 cells. Trace amine-associated receptor 1 (Homo sapiens), Q96RJ0. antagonist. inhibition, % at 3 µM. 360,000 compounds, 1.5% hits. AID 624466, 2012;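 active = inhibition above a per-plate cutoff, the mean inhibition of test compounds on that plate plus 3 SD, cut at about 49% in these data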;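 note: 0% = DMSO plus EC80 beta-PEA response and 100% = DMSO alone without agonist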
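Test system – hTAAR1-expressing CHO RD-HGA16 cells, Gα16-coupled · Also added – β-PEA at EC80 concentration, post-compound challenge · Compound – 3 µM, single point · Incubation – dye loading 75 min at 37 °C, then 30 min room temperature · Measured by – Fluo-8 intracellular calcium dye fluorescence, real-time kinetic reads · Benchmarks – vehicle and agonist controls · Replicates – singlicate, one well per test compound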
M1 PAM parental: nonselective calcium activators in parental CHO-K1 cells, primary screen, counter-screen for M1 PAM project, cell-based, Fluo-8 calcium fluorescence, full deck, 1536-well. ATP EC20; 0% at ATP EC20, 100% at ATP max. activation, % at 3 µM. 360,000 compounds, 0.02% hits;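 active = activation above the run cutoff, the mean activation of all test compounds plus 3 SD, cut at about 40% in these data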;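 note: peak over basal fluorescence ratio in a 140 s read after ATP addition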
CRFR2-BP antag: antagonists of CRF-BP/CRF-R2 complex, primary screen, cell-based, HEK293, calcium dye fluorescence, uHTS. 350,000 compounds, 0.59% hits. AID 588475, 2011. CRF-induced calcium fluorescence. inhibition, % at 11.8 µM;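 active = inhibition of the ligand-induced calcium signal above about 50% at the single tested concentration, limit read from the data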
* hit, by the source's call; . = no result given.

canonical_smiles	CHRM4 PAM	TAAR1 antagonist	CHRM5 antagonist	CRFR2-BP ag	CHRM5 agonist	M1 PAM parental	CHRM5 PAM	TAAR1 agonist	CRFR2-BP antag
O=C(N/N=C/c1ccc(F)cc1)c1cc(-c2ccco2)nc2ccccc12	2	9	0	-0.6	-1	-4	4	7	-10
O=c1oc(-c2ccc([N+](=O)[O-])cc2)nc2ccccc12	11	5	0	-0.4	2	18	4	-1	6
O=C(/C=C/c1cccc([N+](=O)[O-])c1)OC1CCCCC1=O (stereo not drawn)	0	-7	0	-1.2	-2	24	-4	2	2
CCn1cc(CNC(=O)c2ccc3nc(Cc4ccc(OC)cc4)oc3c2)cn1	10	8	14	8.2	6	9	-8	7	-7
O=C(CSc1ncccn1)NCc1cccc(Cl)c1	-5	2	9	-1.1	-6	0	-5	2	2
COc1ncnc2c1ncn2CCCNc1ccc(C)c(C)c1	10	-8	7	-0.8	2	18	-3	9	27
O=[N+]([O-])c1ccc(CN2CCCCCC2)s1	-2	-9	5	0.0	-6	20	1	1	9
Cc1ccc2c(c1)C1(C(=O)N2)N2CCCC2C(C(=O)c2ccc3ccccc3c2)C12C(=O)Nc1ccccc12 (stereo not drawn)	-6	-25	-3	-0.9	2	5	3	5	-16
CCN(Cc1ccc(OC)c(F)c1)C(=O)c1cc2ccccc2o1	6	10	18	0.3	-4	10	-6	8	4
CN(C)C(=O)c1nc2ccc(Cl)cn2c1CN1CCCC(OCc2cccnc2)C1 (stereo not drawn)	1	-11	5	0.5	-5	24	2	3	-17
O=C(c1ccccc1)C(C(=O)N1CCCCC1)n1ccccc1=O (stereo not drawn)	2	6	7	-0.5	5	29	1	2	4
O=C(NCC1CCCO1)c1cc(NS(=O)(=O)c2cccs2)cc(NS(=O)(=O)c2cccs2)c1 (stereo not drawn)	0	-7	11	1.4	-1	-14	-8	-1	2
CCOc1ccc(C(=O)NC(C(=O)NCCc2ccc(OC(F)F)cc2)C(C)C)cc1 (stereo not drawn)	8	-21	6	0.3	-6	19	-1	-3	-6
COc1ccc(C)cc1NC(=O)CN1CCCC1c1ccc2c(c1)OCCCO2 (stereo not drawn)	-1	-10	9	-0.1	-1	-18	-8	1	0
Cc1noc(C)c1S(=O)(=O)N(CC(=O)Nc1ccc2c(c1)OCO2)c1ccc(C(C)C)cc1	1	17	-1	0.8	1	0	-1	0	1
CCN(c1ccccc1)S(=O)(=O)c1ccc(OC)c(NC(=O)C2CC(=O)N(Cc3ccccc3)C2)c1 (stereo not drawn)	-11	35	5	1.6	-2	-5	-10	8	-6
CCOC(=O)Cc1csc(NC(=O)c2ccc([N+](=O)[O-])cc2[N+](=O)[O-])n1	2	-18	6	1.8	-1	3	4	7	-1
COC(=O)C1=C(C(=O)OC)C2C=CC1C1C(OC(C)=O)C(OC(C)=O)C21 (stereo not drawn)	-3	2	-4	-4.0	1	-5	-1	0	12
CCCCSc1nnc(-c2c[nH]c3ccccc23)n1C	6	-3	-4	1.8	3	4	-7	2	-30
O=C(NCc1ccccc1)c1cc(-c2ccncc2)nc2ccc(S(=O)(=O)N3CCOCC3)cc12	8	-16	3	0.1	1	5	3	2	-11
CCCc1c(C)nc(N2CCN(c3cccc(OC)c3)CC2)[nH]c1=O	-3	-25	2	-0.5	0	13	-5	1	-2
Cc1ccc(-c2nnn(CC(=O)N(c3cccc(O)c3)C(C(=O)NC(C)(C)C)c3cccs3)n2)o1 (stereo not drawn)	-2	.	13	-0.8	4	12	-12	.	-24
Cc1ccc(-c2nc(C3CCN(S(C)(=O)=O)CC3)no2)cc1	2	-13	10	-0.6	-2	-1	-3	2	-19
CCOC(=O)C1CCN(C(c2cccc(F)c2)c2sc3nc(C)nn3c2O)CC1 (stereo not drawn)	10	-8	1	-2.9	1	1	1	-1	28
COc1ccc(CCNC(=O)CN(c2ccccc2OC)S(C)(=O)=O)cc1	4	16	-5	-0.9	3	20	6	4	-14
O=C(c1ccco1)N1CCN(c2nc(-c3ccc(F)cc3)cs2)CC1	-3	24	-1	-1.0	1	9	-2	10	7
Cc1ccc(CCN2CC(C(=O)NCCN3CCCCCC3)CC2=O)cc1 (stereo not drawn)	-6	7	1	1.6	-4	15	-5	-1	-11
Cc1ccc(NC(=O)COC(=O)CN2CSCC2=O)cc1C	-2	-8	-3	-0.6	2	7	6	4	-1
COc1ccc(Cl)cc1NC(=S)N1CCN(c2ncccn2)CC1	1	1	-22	3.0	1	3	-2	10	5
CC(C)OCC(O)CN1CCN(CC(O)COc2ccc3c(c2)OCO3)CC1 (stereo not drawn)	18	10	-4	1.9	1	14	3	0	0
O=c1oc(-c2cccs2)nc2c1cnn2-c1ccccc1	9	8	6	-0.8	0	-2	-2	5	5
COC(=O)Cn1cc(C(=O)C2CC2)c2ccccc21	-3	5	-1	-1.5	-1	13	7	9	-18
CC(C)C(NC(=O)C1CCC(C(C)(C)C)CC1)C(=O)NCc1cccnc1 (stereo not drawn)	0	2	-1	-0.2	-1	0	4	0	-9
COc1ccc(C(=O)/C=C/c2ccc(N3CCCCC3)c([N+](=O)[O-])c2)c(OC)c1	9	-23	3	2.6	-4	15	-3	2	-28
O=C(NC1CCCC1)c1nc2c(nnn2Cc2ccccc2Cl)c(=O)[nH]1	1	-4	-2	-0.9	3	14	4	4	6
O=C(O)Cc1sc(N/N=C\c2ccncc2)nc1-c1ccccc1	-22	37	11	34	14	6	-16	26	-31
CCN(CC)CCNC(=O)c1cn(CCOC)c(=O)c2c1c1ccccc1n2C	-1	-4	4	0.7	-2	11	3	0	14
COC(=O)c1scc(S(=O)(=O)C(C)(C)C)c1N	-10	-9	-4	-0.2	1	-16	7	0	3
O=C(O)c1ccc2c(=O)n(Cc3ccccc3)c(SCc3ccc([N+](=O)[O-])cc3)nc2c1	-6	-11	24	-3.9	1	7	-12	2	4
Cc1ccc(NC(=S)N2CCCCCC2)c(C)c1	8	-5	-5	-0.1	-4	-15	-1	0	-6
Cc1ccc(S(=O)(=O)Nc2ccc(Br)cc2C(NCC(=O)O)c2ccccc2)cc1 (stereo not drawn)	12	12	-1	-1.7	2	2	0	1	14
COc1cccc(C(=O)OCCN2CCOCC2)c1	6	5	-9	-0.7	-2	25	8	5	0
COc1cc(O)c(C(CCN2CCCCC2)c2cc(OC)c(OC)c(OC)c2)c(OC)c1 (stereo not drawn)	5	3	6	-1.2	-3	12	-1	15	-5
COC(=O)c1ccc2[nH]c(C)c(CN3CCCC3)c(=O)c2c1	0	-2	2	0.6	-4	7	-2	9	-11
O=c1cc(NS(=O)(=O)c2ccccc2)nc(SCc2ccccc2Cl)[nH]1	-2	23	-4	1.9	-4	16	1	4	-31
CCCCSCCCNC(=O)CCCN1C(=O)c2ccccc2Sc2ncccc21	-1	-4	3	-2.1	-8	0	1	2	-10
CC(CC(=O)O)CC(=O)Nc1nncs1 (stereo not drawn)	15	-25	1	2.0	-2	5	1	0	12
Cc1cc2nc(SCCOC(=O)Nc3ccccc3)nc(C)c2cc1C	-6	12	7	5.0	-7	15	-7	-1	-20
Cc1[nH]c2ccc(C(=O)NC3CCC(C)CC3)cc2c1C (stereo not drawn)	2	-29	1	-1.7	-1	-4	1	-3	26
CC1Cc2cc(S(=O)(=O)N3CCCCC3C)ccc2N1C(=O)C1CCC1 (stereo not drawn)	-2	-8	2	0.1	0	-14	-4	3	8
COc1cccc(/C=C/C(=O)NCCc2ccc3c(c2)OCCO3)c1	-11	6	5	-3.6	-1	-7	-5	2	24
CCCCc1nc2cc(C(=O)N3CCC(OC)CC3)ccc2o1	2	-9	-5	4.6	1	-3	2	0	-17
CCN(CCC#N)c1ccc(/C=N/Nc2nc(C)cc(=O)[nH]2)c(C)c1	1	-6	-2	-0.3	-3	14	1	1	1
O=C(Cn1nc(-c2ccccc2)c2ccccc2c1=O)NCC1CCCO1 (stereo not drawn)	7	19	0	-0.4	-8	11	-7	0	9
CCOc1cc(N2CCOCC2)c(OCC)cc1NC(=O)COC(=O)CCOc1ccc(C)cc1	0	3	1	4.4	1	19	0	0	17
CC(NC(=O)c1ccc(NC(=O)CC2SC(N3CCCC3)=NC2=O)cc1)c1ccc(S(N)(=O)=O)cc1 (stereo not drawn)	22	-31	0	0.8	8	-26	3	2	5
CC(OC(=O)CCC(=O)c1cccs1)C(=O)Nc1ccccc1[N+](=O)[O-] (stereo not drawn)	6	-4	-2	-0.1	0	-2	0	6	-9
O=C(CSc1ccc(-c2ccccn2)nn1)N1CCCC1	4	0	8	-0.4	1	11	9	2	10
S=C(Nc1ccc(Cl)cc1)N1CCN(C2CCCCC2)CC1	10	14	3	1.2	-4	12	-1	4	-7
COc1ccc(Br)cc1/C=c1\sc2nc(-c3ccco3)nn2c1=O	7	-6	5	0.3	-2	21	1	4	-15

(continued)
canonical_smiles	CHRM4 PAM	TAAR1 antagonist	CHRM5 antagonist	CRFR2-BP ag	CHRM5 agonist	M1 PAM parental	CHRM5 PAM	TAAR1 agonist	CRFR2-BP antag
C(=NOCCc1ccccc1)c1ccccn1	1	9	5	-0.5	4	7	0	3	0
C#CCn1cc(/C=N/NC(=O)COc2cccc3cccnc23)c2ccccc21	-2	10	3	-1.6	-5	17	-6	2	-3
COc1ccccc1CCNS(=O)(=O)c1cn(C)c(=O)n(C)c1=O	9	-14	-2	-0.1	1	20	4	27	5
CC(=O)Nc1c(C(=O)O)oc2ccccc12	10	2	-2	-0.7	0	0	3	3	6
Cc1ccc2c(C)c(C(=O)Nc3c(C)n(C)n(-c4ccccc4)c3=O)oc2c1C	-1	-37	13	-0.6	-6	-8	-9	-2	-3
c1ccc(CNC2=NCCCCC2)cc1	1	-16	8	0.1	-8	10	-11	13	9
